KCNQ1 block = inhibitors of human KCNQ1 potassium channel; CHO-K1 KCNQ1, FluxOR thallium flux fluorescence; stronger effect = higher value; B-score at 10 µM; hit rate 1.3% among 310,000; P51787;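 active = compounds whose thallium flux B-score, printed positive for inhibition, exceeds three library SD while starting fluorescence stays within three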;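 note: channel opened by potassium depolarization with thallium stimulus after 20 min compound exposure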
DYRK1A inh = inhibitors of rat Dyrk1A kinase; inhibition, % at 12.5 µM; AID 504441; hit rate 0.43% among 310,000; Q63470; ADP-Glo luminescence, NFATc1 peptide; in the data active = inhibition above about 50%;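 note: plate controls were vehicle with enzyme for no effect and no enzyme for full effect; many of its hits are not listed in these tables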
KCNK9 block = human KCNK9 channel inhibition. Q9NPC2. HEK293 KCNK9, FluxOR thallium flux fluorescence; stronger effect = lower value. B-score at 10 µM. hit rate 1.2% among 310,000. AID 488922;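 active = ratio B-score over 3 SD below the library mean, with starting fluorescence within 5 SD of its mean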;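 note: negative B-score means less thallium flux so channel inhibition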
hERG rescue = hERG (human) protection from proarrhythmic block; Q12809; CHO-hERG, FluxOR thallium flux, dofetilide IC70 present; activation (rescue from dofetilide block), less the hit threshold, % at 10 µM; hit rate 0.51% among 310,000; AID 1511;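 active = activation above the mean of controls blocked by dofetilide plus 5 SD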;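 note: thallium influx through hERG after potassium depolarization seen as dye fluorescence rise; in these data hits start at about 4.7%; inactives centre near -7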
TRPC4 agonist = TRPC4 (mouse) channel activation; Q9QUQ5; HEK293 TRPC4beta/mu-opioid, Fluo4 calcium fluorescence; stronger effect = higher value; B-score at 10 µM; hit rate 0.49% among 310,000; AID 2237;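 active = B-score above 5 SD of library B-scores, and initial fluorescence ratio not above library mean plus 5 SD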;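 note: positive B-score marks a calcium rise read as TRPC4 activation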
Target sequence (Q9QUQ5 whole entry, looked up): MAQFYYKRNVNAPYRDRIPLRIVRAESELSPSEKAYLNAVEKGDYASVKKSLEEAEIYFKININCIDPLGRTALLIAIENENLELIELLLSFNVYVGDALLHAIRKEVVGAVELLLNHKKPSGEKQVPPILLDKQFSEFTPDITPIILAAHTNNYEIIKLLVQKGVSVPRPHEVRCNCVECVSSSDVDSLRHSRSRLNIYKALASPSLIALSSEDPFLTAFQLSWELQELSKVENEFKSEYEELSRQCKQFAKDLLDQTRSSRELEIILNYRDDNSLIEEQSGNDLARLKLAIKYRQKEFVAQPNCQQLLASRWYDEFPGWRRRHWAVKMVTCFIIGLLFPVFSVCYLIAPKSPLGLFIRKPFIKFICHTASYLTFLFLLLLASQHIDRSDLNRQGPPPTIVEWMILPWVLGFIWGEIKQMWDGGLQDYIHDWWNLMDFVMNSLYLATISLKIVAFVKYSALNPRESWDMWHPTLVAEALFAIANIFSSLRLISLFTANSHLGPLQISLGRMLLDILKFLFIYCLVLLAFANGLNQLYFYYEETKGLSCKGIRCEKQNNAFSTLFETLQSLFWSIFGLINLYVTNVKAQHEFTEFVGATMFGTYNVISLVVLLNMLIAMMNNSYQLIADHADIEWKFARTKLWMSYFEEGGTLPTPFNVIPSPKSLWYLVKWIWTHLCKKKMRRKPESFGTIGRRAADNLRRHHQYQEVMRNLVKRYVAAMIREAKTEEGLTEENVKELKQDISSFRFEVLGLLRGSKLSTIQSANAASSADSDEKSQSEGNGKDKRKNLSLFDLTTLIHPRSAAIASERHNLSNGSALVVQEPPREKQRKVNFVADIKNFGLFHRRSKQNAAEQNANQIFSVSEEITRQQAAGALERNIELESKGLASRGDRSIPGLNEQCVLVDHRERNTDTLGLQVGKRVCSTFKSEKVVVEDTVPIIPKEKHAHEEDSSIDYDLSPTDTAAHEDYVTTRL
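Assay system: HEK293 stable line with TRPC4beta plus mu-opioid receptor; schedule: 45 min room-temperature Fluo4 loading, 110 s read; technique: kinetic Fluo4 calcium fluorescence; evaluation: integrated baseline-normalised fluorescence ratio, converted to per-well B score; controls: buffer (low) and maximal DAMGO (high)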
TRPC4 PAM = allosterically enhances the mouse TRPC4 cation channel. HEK293 TRPC4beta/mu-opioid, DAMGO EC20, Fluo-4 Ca2+ flux; stronger effect = higher value. hit rate 0.42% among 310,000. B-score at 10 µM. Q9QUQ5;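 active = B-score of calcium response area above 5 SD of library B-scores, with initial fluorescence ratio within 5 SD of library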;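 note: B-score of integrated fluorescence ratio over time as area under calcium response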
KCNQ1 pot = human KCNQ1 channel potentiation or activation | CHO-K1 KCNQ1, thallium flux FluxOR fluorescence; stronger effect = higher value | B-score at 10 µM | hit rate 0.35% among 310,000 | AID 2648;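 active = fluorescence ratio B-score, a plate-corrected score, at least three library SD, with initial intensity B-score within 5 SD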
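Material: CHO-K1 cells stably expressing KCNQ1. Medium: assay buffer for compound exposure, DMSO matched across wells. Reagent: K+/Tl+ depolarizing stimulus. Compound dosing: single-concentration screen. Times: 37 °C overnight plating, 90-min dark dye load, 20-min compound pretreatment. Technique: FluxOR Tl+ flux fluorescence.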
PolyA inhibitor = inhibitors of polyadenylation in S. cerevisiae; S. cerevisiae SKY197-pL101 polyadenylation reporter, beta-gal luminescence; efflux-impaired pdr1/pdr3 knockout yeast; score 100 = 6 SD above DMSO; calls only at 12 µM; hit rate 0.02% among 300,000; AID 1875;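 active = lowest replicate activity score at least 50, where 100 means six control SD above control mean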;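 note: yeast exposed to compound for 9 h at 30 °C; higher score means more reporter readthrough which indicates perturbed polyadenylation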
TRPC4 inh = blocks the mouse TRPC4 cation channel. AID 2247. Q9QUQ5. hit rate 0.39% among 300,000. HEK293 TRPC4beta/mu-opioid, DAMGO-evoked Fluo4 calcium flux; stronger effect = lower value. B-score at 10 µM;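 active = B-score over 3 SD under the library average, no early fluorescence shift, positive overall ratio signal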
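Assay system: Stable TRPC4beta/mu-opioid receptor HEK293 cells | Reagent: DAMGO in two steps, submaximal then maximal | Compound dosing: Single concentration per test compound | Signal: Fluo4 Ca2+ flux fluorescence | Evaluation: Per-well B score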
KCNK3 block = human KCNK3 channel inhibition, primary screen | hit rate 0.84% among 340,000 | AID 602410 | CHO-KCNK3 thallium flux, FluxOR fluorescence; stronger effect = lower value | B-score at 10 µM;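 active = B-score under library mean minus 4 SD, starting fluorescence ratio at most library mean plus 5 SD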;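 note: more negative B-score means stronger inhibition of thallium flux through KCNK3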
Platelet DG rel = modulates dense granule release in human platelets; hit rate 0.22% among 300,000; human platelet-rich plasma, SFLLRN dense granule ATP release, luminescence; inhibition, %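 (compounds screened at 7.5 µM in platelet-rich plasma)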; AID 1663;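 active = mean replicate score, as percent of positive control, at or above 50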
An asterisk follows results filed as active; i = inactive; . = not tested or not shown.

| molecule | KCNQ1 block | DYRK1A inh | KCNK9 block | hERG rescue | TRPC4 agonist | TRPC4 PAM | KCNQ1 pot | PolyA inhibitor | TRPC4 inh | KCNK3 block | Platelet DG rel |
| --- | --- | --- | --- | --- | --- | --- | --- | --- | --- | --- | --- |
| O=c1cccc2n1C[C@@H]1C[C@@H]2CN(CC(O)c2ccc([N+](=O)[O-])cc2)C1 (stereo not given in full) | i | -1 | i | -8 | i | i | i | i | i | i | -1 |
| Nc1c(C(=O)NCCCc2ccccc2)c2nc3ccccc3nc2n1Cc1cccs1 | i | -3 | i | -11 | i | i | i | i | i | i | 0 |
| Cc1c(C(c2ccccc2Cl)c2c(O)c3ccccc3oc2=O)c(=O)n(-c2ccccc2)n1C (stereo not given) | i | -4 | i | -6 | i | i | i | i | i | i | 0 |
| FC(F)(F)c1cccc(-n2nnnc2C2(N3CCOCC3)CCCCC2)c1 | i | -2 | -10* | -7 | i | i | i | i | i | i | 4 |
| Nc1cccc(N=Cc2c(O)n(Cc3ccc(F)cc3)c(=O)[nH]c2=O)c1 | i | 3 | i | -5 | i | i | i | i | i | i | 2 |
| O=C1CN=C(c2ccc(Br)cc2)c2oc3ccccc3c2N1 | i | 0 | i | -3 | i | i | i | . | i | i | . |
| COc1cc(/C=N/NC(=O)CN2CC(c3ccccc3)CC2=O)ccc1OC(=O)N(C)C (stereo not given) | i | 15 | i | -13 | i | i | i | i | i | i | 4 |
| Cc1nn(Cc2ccccc2)c(C)c1C(=O)NCc1ccccc1 | i | . | i | -11 | i | i | i | i | i | i | 0 |
| CN(C)S(=O)(=O)c1cccc(C(=O)N2CCC(C(=O)O)(c3ccccc3)CC2)c1 | i | 0 | i | -5 | i | i | i | i | i | i | -5 |
| C/C=C1/CC(C)C(C)(O)C(=O)OCC2CCN3CCC(OC1=O)C23 (stereo not given) | i | 4 | i | 1 | i | i | i | i | i | i | 7 |
| c1ccc2cc(CC3=NCCN3)ccc2c1 | i | 0 | i | 0 | i | i | i | i | i | i | -2 |
| CCOc1ccc(C2SCC(=O)Nc3c2c(=O)[nH]n3C2CCCCCC2)cc1 (stereo not given) | i | 0 | i | -17 | i | i | i | i | i | i | 8 |
| O=P(c1ccccc1)(c1ccccc1)N1CCCCC1 | i | 2 | i | -4 | i | i | i | i | i | i | 14 |
| C/C=C1/CN2C3CC1C(CO)(C(=O)OC)C2Cc1c3n(C)c2ccccc12 (stereo not given) | i | -1 | i | -8 | i | i | i | i | i | i | -1 |
| Cc1cc(OCC(=O)N2C[C@H]3C[C@@H](C2)c2cccc(=O)n2C3)c2c(C)cc(=O)oc2c1 | i | 6 | i | -5 | i | i | i | i | i | i | -2 |
| COC(=O)C1=C(c2cc3ccccc3s2)C[C@@H]2CC[C@H]1N2C(=O)N1CCCC1 | i | 8 | i | -12 | i | i | i | i | i | i | -2 |
| NC12CN3CN(CN(C3)C1)C2 (tested in a mixture with another compound) | i | -5 | i | -9 | i | i | i | i | i | i | -12 |
| COc1ccccc1N1CCN(C2CCCN(C(=O)COc3ccccc3Cl)C2)CC1 (stereo not given) | i | -1 | i | -9 | i | i | i | i | i | i | 5 |
| C[C@]12CCC3C(CCC4=CC(O)CC[C@@]43/C=N/O)C1(O)CCC2C1=CC(=O)OC1 (stereo not given in full) | i | 1 | i | -2 | i | i | i | i | i | i | 3 |
| COC(=O)CC1(Cc2ccccc2)C(=O)NC(=O)NC1=O | i | -10 | i | -2 | i | i | i | i | i | i | 8 |

Some of the entries so far, with two lines to a compound.
Order of results: KCNQ1 block, DYRK1A inh, KCNK9 block, hERG rescue, TRPC4 agonist, TRPC4 PAM, KCNQ1 pot, PolyA inhibitor, TRPC4 inh, KCNK3 block, Platelet DG rel
COC(=O)C1=C(c2cc3ccccc3s2)C[C@@H]2CC[C@H]1N2C(=O)N1CCCC1
    i, 8, i, -12, i, i, i, i, i, i, -2
CN(C)S(=O)(=O)c1cccc(C(=O)N2CCC(C(=O)O)(c3ccccc3)CC2)c1
    i, 0, i, -5, i, i, i, i, i, i, -5
Nc1c(C(=O)NCCCc2ccccc2)c2nc3ccccc3nc2n1Cc1cccs1
    i, -3, i, -11, i, i, i, i, i, i, 0

(list continues)
| molecule | KCNQ1 block | DYRK1A inh | KCNK9 block | hERG rescue | TRPC4 agonist | TRPC4 PAM | KCNQ1 pot | PolyA inhibitor | TRPC4 inh | KCNK3 block | Platelet DG rel |
| --- | --- | --- | --- | --- | --- | --- | --- | --- | --- | --- | --- |
| CC1CCN(C(=O)c2ccc(N3CC4CC(C3)c3cccc(=O)n3C4)c([N+](=O)[O-])c2)CC1 (stereo not given) | i | 3 | i | -7 | i | i | i | i | i | i | -6 |
| COc1cc(OC)cc(C(=O)NC(=S)N2C[C@H]3C[C@H](C2)c2cccc(=O)n2C3)c1 | i | 2 | i | -6 | i | i | i | i | i | i | -1 |
| COC(=O)N(c1ccc(OC)cc1)P1(=S)OCCC(C)O1 (stereo not given) | i | 3 | i | -5 | i | i | i | i | i | i | -2 |
| CCC(=NCc1ccco1)c1c(O)n(-c2ccc(OC)cc2)c(=O)[nH]c1=O | i | 3 | i | -1 | i | i | i | i | i | i | 2 |
| CCCn1cc(CN2CCCC(C(=O)c3cccc(OC)c3)C2)c(C)n1 (stereo not given) | i | -7 | i | -12 | i | i | i | i | i | i | 5 |
| Oc1c(Br)cc(Br)cc1CN1CCN(Cc2ccccc2)CC1 | i | 4 | i | -18 | i | 20* | i | i | i | i | 0 |
| O=c1c2ccccc2nc(-c2ccccc2)n1-c1ccccn1 | i | 4 | i | -12 | i | i | i | i | i | i | -3 |
| O=C(N/N=C/c1c(O)n(-c2cccc3ccccc23)c(=O)[nH]c1=O)c1ccncc1 | i | 1 | i | -9 | i | i | i | i | i | i | 11 |
| C=CCn1c(O)c(C(C)=NCCN2CCN(C(=S)NC)CC2)c(=O)[nH]c1=O | i | . | i | -2 | i | i | i | i | i | i | 6 |
| FC(F)(F)Oc1ccc(NC2=NCCCS2)cc1 | i | -1 | i | -4 | i | i | i | i | i | i | -3 |
| COc1cccc(N=Nc2c(O)[nH]c(=S)[nH]c2=O)c1 | i | 11 | i | -9 | i | i | i | i | i | i | 6 |
| O=C1C2CCN(CC2)[C@@H]1Cc1ccc2ccccc2c1O | i | 1 | i | -12 | i | i | i | i | i | i | 17 |
| O=[N+]([O-])c1ccc(C[n+]2c(-c3ccccc3)cc(-c3ccccc3)cc2-c2ccccc2)cc1 | i | -2 | i | -16 | i | i | i | i | i | i | -5 |
| CCC1CCCCN1CC(=O)c1ccc(OC(F)F)cc1 (stereo not given) | i | 3 | i | -14 | i | i | i | i | i | i | -4 |
| CN(C)c1cc(N)c2c(n1)CCC2 (tested in a mixture with another compound) | i | -10 | i | -8 | i | i | i | i | i | i | 7 |
| CCCCNC(=O)Nc1ccc(C(O)(C(=O)OCC)C(F)(F)F)cc1 (stereo not given) | i | 1 | i | -15 | i | i | i | i | i | i | -6 |
| CCOC(=O)c1ccc(-[n+]2c(-c3ccccc3)cc(-c3ccccc3)cc2-c2ccccc2)cc1 | 12* | 0 | i | -41 | i | i | i | i | i | i | -4 |
| CCN1C(=O)NC(=O)/C(=C/c2cc(C)n(-c3sc(C)c(C)c3C#N)c2C)C1=O | i | 4 | i | -6 | i | i | i | i | i | i | -3 |
| Cc1nc2c(C(=O)N3CCC4(CC3)OCCO4)cnn2c(C)c1Cc1cccc(Cl)c1 | i | -18 | i | -2 | i | i | i | i | i | i | 7 |
| Cn1c(=O)c2nncnc2n(C)c1=O | i | 2 | i | 2 | i | i | i | i | i | i | 11 |
| CC(=O)N1CCN(c2ccc(N=Cc3c(O)n(-c4ccc(Cl)cc4)c(=O)[nH]c3=O)cc2)CC1 | i | 8 | i | 0 | i | i | i | i | i | i | -1 |
| Cc1cc(C)cc(NC2=NCCCS2)c1 | i | . | i | -9 | i | i | i | i | i | i | -3 |
| COc1cccc(C2(C#N)CCN(C)CC2)c1 | i | -6 | i | -17 | i | i | i | i | i | i | 17 |
| CCN(CC)c1ccc(N=Cc2c(O)n(-c3cc(OC)ccc3OC)c(=O)[nH]c2=O)cc1 | i | 8 | i | -10 | i | i | i | i | i | i | -19 |
| Cc1ccc2c(c1)c(=O)c1c3n2CCN(CC2CO2)C3CC1 (stereo not given) | i | 1 | i | -6 | i | i | i | i | i | i | 0 |
| O=C1CC2OCC=C3CN4CCC56c7cc([N+](=O)[O-])ccc7N1C5C2C3CC46 (stereo not given) | i | 0 | i | -9 | i | i | i | i | i | i | 1 |
| CC(C)OP(=O)(OC(C)C)C(NCc1ccccc1)c1ccccc1 (stereo not given) | i | 1 | i | -1 | i | i | i | i | i | i | 4 |
| O=c1[nH]c(=S)[nH]c(O)c1N=Nc1ccc(SC(F)F)cc1 | i | -9 | i | -4 | i | i | i | i | i | i | 5 |
| Cc1ccc(S(=O)(=O)Cc2ccc(C(=O)N3CCC4(CC3)OCCO4)o2)cc1 | i | -9 | i | -13 | i | i | i | i | i | i | -6 |
| CN1C(=O)/C(=C/c2cccn2-c2ccc3ccccc3c2)C(=O)NC1=S | i | -9 | i | -4 | i | i | i | i | i | i | 7 |
| CC(=Nc1ccc2c(c1)CCC2)c1c(O)n(C2CCCCC2)c(=O)[nH]c1=O | i | -2 | i | -11 | i | i | i | i | i | i | 0 |
| C=C(C)Cn1c(=O)n(CC2CS2)c2ccccc21 (stereo not given) | i | 2 | i | -8 | i | i | i | i | i | i | 5 |
| c1cc2c(cc1[C@H]1OC[C@H]3[C@@H]1CO[C@@H]3c1ccc3c(c1)OCO3)OCO2 | i | 7 | i | -8 | i | i | i | i | i | i | 4 |
| CCOC(=O)c1c(NC(=O)c2c(N)n(CCCOC)c3nc4ccccc4nc23)sc2c1CCCC2 | i | 1 | i | -2 | i | i | i | i | i | i | -2 |
| COC(=O)c1ccccc1OP1(=O)COc2ccccc2OC1 | i | -4 | i | -10 | i | i | i | i | i | i | -2 |
| CCOC(=O)c1c(-c2ccccc2)oc2ccc(OC(=O)N(C)C)cc12 | i | 3 | i | -16 | i | i | i | i | i | i | 0 |
| CCOc1ccc(-c2cc(C)[n+](CCO)c(-c3ccc(OCC)cc3)c2)cc1 | i | 4 | i | -4 | i | i | i | i | i | i | 11 |
| CCOC(=O)C1C(=O)NC23CCCC2C1c1ccccc1O3 (stereo not given) | i | -6 | i | -11 | i | i | i | i | i | i | 1 |
| CCN(CC)CCN/N=C(\C)c1c(O)[nH]c(=O)[nH]c1=O | i | . | i | -11 | i | i | i | i | i | i | -5 |

Screening data deposited in PubChem BioAssay by several laboratories.

Some of the compounds tested; rates above refer to the full screens.
